Rac1 wt GTP bind = alters GTP binding to wildtype human Rac1; AID 757; 0.27% of 190,000 active; P63000; GTP binding activity (% of control), % at 10 µM; GST-Rac1 beads, fluorescent GTP binding, flow cytometry; actives lie on both sides; 0 = cold GTP competed, 100 = untreated;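 active = GTP binding activity at least 20 points away from the 100% control level, either lower or higher; inconclusive = compound flagged as likely green fluorescent, judged across all proteins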
Avidin fluor = compound fluoresces at 488/530 nm on avidin beads; compound fluorescence 488/530 nm, flow cytometry; stronger effect = higher value; fluorescence (KMESF) at 10 µM; 0.38% of 220,000 active; AID 1775; in the data active = fluorescence above about 47; also: inactives centre near 10
Pf gametocyte = P. falciparum stage V gametocyte viability inhibition; 0.065% of 150,000 active; inhibition, % at 10.9 µM; P. falciparum stage V gametocytes, ATP luminescence, 24 h; AID 743093;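 active = inhibition above the mean plus 3 SD of compounds within the control limits, set per campaign, cut at about 38% in these data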;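 also: 0% = DMSO wells and 100% = medium only without gametocytes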
GSH bead fluor = GSH bead compound fluorescence profile. fluorescence (KMESF) at 10 µM. 0.25% of 190,000 active. GSH beads flow cytometry, compound fluorescence 488/530 nm; stronger effect = higher value; in the data active = fluorescence above about 89;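 also: glutathione beads carrying GST-tagged Bcl family fusion proteins plus one bare bead set; values are compound well signal with DMSO vehicle wells as background; inactives centre near 16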
Rab7 wt modul = alters GTP binding to wildtype dog Rab7; GST-Rab7 beads, fluorescent GTP binding, flow cytometry; actives lie on both sides; untreated = 100%, excess cold GTP = 0%; GTP binding activity (percent of control), % at 10 µM; 0.055% of 190,000 active; AID 758;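 active = fluorescent GTP binding to Rab7 beads changed by at least 20 points from the 100% baseline, either direction, mostly lower; inconclusive = compound itself probably fluorescent, or too few beads counted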;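 also: median green fluorescence of bound Bodipy-FL-GTP per Rab7 bead population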
Cdc42 wt = modulators (inhibitors or activators) of GTP binding to human Cdc42 wildtype; P60953; GST-Cdc42 beads, Bodipy-GTP binding, flow cytometry; actives lie on both sides; percent activity (GTP binding), % at 10 µM; 0.2% of 190,000 active; AID 761;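 active = percent activity GTP binding at least 20 points away from the 100% baseline, either down as inhibitor or up as activator; inconclusive = compound flagged as likely green fluorescent from well-wide comparison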;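 also: median bead fluorescence of bound Bodipy-FL-GTP at 100 nM; 0% = excess unlabeled GTP control and 100% = no compound control; below 100% means less GTP binding so inhibitor and above means activator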
ABCG2 inh = blocks JC-1 efflux by human ABCG2 transporter | IgMXP3 cells, flow cytometry | AID 1325 | Q9UNQ0 | 0.1% of 190,000 active | inhibition, % at 6.6 µM;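 active = inhibition above 80%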;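 also: 0% = DMSO and 100% = nicardipine control wells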
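Incubation: cells with compound and JC-1, 10 min at 25 °C, rotating, no wash / Test system: IgMXP3 (ABCG2) plus far-red-tagged CCRF-Adr (ABCB1) cells / Compound dosing: one concentration, 6.6 µM final / Also added: JC-1 fluorescent substrate / Evaluation: efflux inhibition in percent versus controls / Detection: flow cytometry, 530 nm JC-1 signal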
ABCB1 block = blocks JC-1 efflux by human ABCB1 transporter. AID 1326. inhibition, % at 6.6 µM. CCRF-Adr cells, flow cytometry. P08183. 0.067% of 190,000 active; in the data active = inhibition above about 40%;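 also: 0% = vehicle and 100% = reference inhibitor; higher value means more JC-1 retained so stronger ABCB1 efflux block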
HRas wt GTP bind = human HRas wildtype GTP binding, change in either direction | GST-Ras wt beads, Bodipy-FL-GTP binding, flow cytometry; actives lie on both sides | GTP binding activity, % at 10 µM | 0.14% of 190,000 active | AID 759;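 active = GTP binding activity at least 20% away from the 100% baseline, either lowered as inhibitor or raised as activator; inconclusive = flagged as likely green fluorescent, judged across all proteins in the well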;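 also: 0% = unlabeled GTP competition control and 100% = no-compound control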
Rab2 wt GTP = changes GTP binding to wildtype dog Rab2A, up or down | P61105 | GST-Rab2 wt beads, Bodipy-GTP binding, flow cytometry | GTP binding activity, % at 10 µM | 0.19% of 190,000 active | AID 760;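 active = GTP binding activity at least 20 points away from 100%, either lowered or raised; inconclusive = signal likely due to the compound's own green fluorescence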;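 also: 0% = beads with excess unlabeled GTP and 100% = no-compound control corrected for plate trend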
Rac1 mut GTP = modulators of GTP binding to human Rac1 activated mutant. 0.11% of 190,000 active. P63000. percent activity (GTP binding), % at 10 µM. GST-Rac1 activated beads, fluorescent GTP binding, flow cytometry; actives lie on both sides; 100% means binding = to untreated wells;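 active = GTP binding at least 20 percentage points away from the 100% baseline, in either direction, so actives lie on both sides; inconclusive = Compound likely fluorescent itself, or too few beads counted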
Starred values were filed as active, the others as inactive; ? = inconclusive; . = no result given; [ ] = dose if it differs, or a comment.

SMILES	Rac1 wt GTP bind	Avidin fluor	Pf gametocyte	GSH bead fluor	Rab7 wt modul	Cdc42 wt	ABCG2 inh	ABCB1 block	HRas wt GTP bind	Rab2 wt GTP	Rac1 mut GTP
Cc1ccc2nsnc2c1NC(=O)c1cncc(Br)c1	101	9	-1	12	95	99	-1	-0.5	96	96	97
CCN(CCCNC(=O)Cn1ncc2c(=O)oc3ccccc3c21)c1cccc(C)c1	102	6	.	15	100	102	1	1.0	100	99	100
COC(=O)c1cc(NC(=O)C2CCCN(S(=O)(=O)c3c(C)n[nH]c3C)C2)cc(C(=O)OC)c1 (stereo not given)	95	5	-1	22	97	91	-2	-0.2	96	96	93
O=C(NCCOC12CC3CC(CC(C3)C1)C2)c1cccc(Br)c1	98	11	.	8	100	101	6	0.9	99	100	99
CC(C)(C)c1ccc(C(=O)NNC(=O)C2CCCCC2)cc1	100	6	16	17	96	98	6	0.7	96	98	97
CCOC(=O)c1[nH]c(C)c(C)c1C	98	17	.	5	103	103	2	0.6	101	101	96
COc1ccc(/C(N)=N/OC(=O)c2cccc([N+](=O)[O-])c2)cc1	108	10	.	54	102	101	10	1.1	100	102	97
COc1ccc(OC)c(-c2cc(C(=O)Nc3cccc(Cl)c3)no2)c1	104	8	.	4	98	101	3	0.2	100	99	98
CCCCN(CCCC)CC(O)CN1C(=O)NC(C)(C)C1=O (stereo not given)	?	10	.	11	?	?	0	0.1	?	?	?
Cc1ccc(C(=O)c2c(NC(=O)CSc3nnc(N)s3)sc3c2CCCC3)cc1	100	9	-11	5	101	96	2	0.1	99	98	98
COc1cc2c(cc1NC(=O)CSc1nnnn1-c1ccccc1)oc1ccccc12	101	14	.	3	99	102	0	-0.2	103	100	97
Cc1ccc(-n2ncc3c(=O)n(CC(=O)NCc4ccco4)cnc32)cc1C	104	27	.	14	101	102	1	-0.1	100	102	100
CCn1c(O)c(C2=NCCCC2)c2ccccc21	105	9	0	16	101	103	3	0.7	102	101	100
COc1cc(/C=N/NC(=S)Nc2cccc(S(=O)(=O)N(C)C)c2)ccc1O	97	6	.	8	100	98	2	0.1	95	96	97
Clc1ccccc1-c1nnc2sc(-c3ccncc3)nn12	100	25	.	14	101	103	3	0.2	97	98	97
N#Cc1ccc(-c2ccc(OCC(O)Cn3nnc4ccccc43)cc2)cc1 (stereo not given)	97	21	.	17	101	100	1	0.2	100	96	98
CCCC(C(=O)NC1CCCC1)N(C(=O)Cn1nnc(-c2ccc(C)o2)n1)c1ccccc1OC (stereo not given)	102	5	.	12	102	99	4	6.4	101	102	97
CN1CCN(c2ccccc2NC(=O)c2ccc(N3CCCC3)c([N+](=O)[O-])c2)CC1	96	7	1	17	103	93	24	20	96	99	99
CC1=C(C(=O)OCc2ccccc2)C(c2ccc(Cl)cc2Cl)NC(=O)N1CCCCCC(=O)O (stereo not given)	105	9	.	19	101	99	-1	0.0	100	100	97
COc1ccccc1NC(=O)N(Cc1cc2cc(OC)c(OC)cc2[nH]c1=O)CC1CCCO1 (stereo not given)	102	35	.	45	100	101	1	0.1	101	99	99
Cc1oc2c(c1C(=O)N1CCOCC1)C(=O)c1ccccc1C2=O	97	9	.	27	99	96	1	0.2	95	97	95
Cc1cc(NC(=O)C2C3C=CC(C3)C2C(=O)O)no1 (stereo not given)	99	18	-1	11	104	100	1	0.6	102	101	97
Cc1ccn2c(NC(=O)c3ccco3)c(-c3ccccc3)nc2c1	99	.	.	18	98	97	1	0.4	98	100	98
CCc1cc2c(SCC#N)ncnc2s1	95	12	.	15	95	95	1	-0.5	94	96	94
Cc1ccc(-n2nc3c(c2NC(=O)CCC2CCCCC2)CS(=O)C3)cc1 (stereo not given)	103	23	.	15	99	100	4	1.7	100	100	99

A section from the list above, for reference:
SMILES	Rac1 wt GTP bind	Avidin fluor	Pf gametocyte	GSH bead fluor	Rab7 wt modul	Cdc42 wt	ABCG2 inh	ABCB1 block	HRas wt GTP bind	Rab2 wt GTP	Rac1 mut GTP
Cc1ccc2nsnc2c1NC(=O)c1cncc(Br)c1	101	9	-1	12	95	99	-1	-0.5	96	96	97
CCN(CCCNC(=O)Cn1ncc2c(=O)oc3ccccc3c21)c1cccc(C)c1	102	6	.	15	100	102	1	1.0	100	99	100

Next entries.
SMILES	Rac1 wt GTP bind	Avidin fluor	Pf gametocyte	GSH bead fluor	Rab7 wt modul	Cdc42 wt	ABCG2 inh	ABCB1 block	HRas wt GTP bind	Rab2 wt GTP	Rac1 mut GTP
Fc1ccccc1Nc1n[nH]c(=S)s1	97	9	10	17	94	97	-6	-0.9	94	93	94
CN(C)c1nnnn1-c1cccc(Oc2ncc(C(F)(F)F)cc2Cl)c1	95	26	1	11	96	93	0	-0.1	94	93	92
CCc1nnc(NC(=O)Cn2nc(-c3ccc(OC)c(OC)c3)ccc2=O)s1	94	8	.	57	98	97	2	0.3	96	93	93
Cc1cc(NC(=S)Nc2ccc(C)c(Cl)c2)n[nH]1	101	9	.	17	101	99	7	0.3	98	98	97
CC(=O)COC(=O)c1cc(-c2ccc(C)cc2)nc2ccccc12	98	11	14	13	93	98	3	0.6	96	93	94
CN(C(=O)CSc1nc2cc(Cl)ccc2c(=O)n1Cc1ccco1)C1CCS(=O)(=O)C1 (stereo not given)	99	14	-16	14	98	102	1	0.3	97	97	95
COc1cccc(NC(=O)CC(C)=O)c1	104	0	-5	4	95	102	4	0.5	100	102	100
Cc1cc(C)cc(N(CC(=O)N2CCn3c2nc2ccccc23)S(=O)(=O)c2c(C)noc2C)c1	105	6	.	28	101	99	0	1.0	100	101	100
CCCNC(=O)COC(=O)c1cc(-c2ccc(OC)cc2)nc2ccccc12	96	8	2	17	87	95	4	1.1	93	94	97
CC(C)n1c(=S)[nH]c2c1c(=O)[nH]c(=O)n2C	100	11	-1	6	98	98	2	0.6	100	100	96
Clc1ccc(-c2csc(N3CCC(c4ccccc4)C3)n2)cc1 (stereo not given)	105	11	.	24	101	106	1	0.1	104	101	97
Cc1cccc(CCN(C(=O)Cc2cccs2)C(C(=O)NC2CCCCC2)c2cccnc2)c1 (stereo not given)	97	29	4	12	97	97	1	1.2	97	98	96
O=C(O)c1cccnc1SCc1ccccc1Cl	131*[activator]	12	12	11	115	122*[activator]	0	0.3	116	118	121*[activator]
Cc1cccc(NC(=O)CSc2nnc(C)c(=O)n2N)c1	102	7	-9	20	108	100	6	1.6	100	101	96
COc1ccccc1-c1ccc(SCc2ccccc2F)nn1	95	13	-5	22	104	94	14	1.9	94	99	94
CSC1=N/C(=C\c2ccccc2C)C(=O)S1	93	11	5	11	95	92	1	0.0	93	96	91
O=C1N/C(=C/c2ccc(N3CCOCC3)cc2)C(=O)N1Cc1ccc(F)cc1	103	10	-15	17	99	102	12	0.9	102	103	99
Cn1c2c(c(=O)n(C)c1=O)CN(CC1CCCO1)CN2 (stereo not given)	110	9	21	14	104	106	0	0.9	102	105	102
COCCNC(=O)CN(c1cc(C(F)(F)F)ccc1Cl)S(C)(=O)=O	99	6	.	24	94	100	1	0.2	98	97	98
[O-]C1=N/[N+](=C/c2ccc(Cl)c(Cl)c2)CC1	96	14	.	19	94	96	1	0.3	95	95	97
COc1cc(NC(=O)c2ccc([N+](=O)[O-])cc2)ccc1NC(=O)C(C)C	97	7	-5	22	95	98	11	1.7	97	97	97
CCOC(=O)c1sc(=NC(=O)/C=C/c2cccs2)n(C)c1C	97	24	-1	22	105	97	2	0.4	99	97	93
O=C(c1ccccc1)N1CCN(C(=O)C23CC4CC(CC(C4)C2)C3)CC1	93	10	.	23	95	93	2	-1.8	98	94	93
Cc1onc(-c2c(F)cccc2Cl)c1C(=O)NCCc1ccc(S(N)(=O)=O)cc1	104	7	.	10	100	105	0	0.2	102	101	100
Cc1c(Br)c(C(F)(F)F)nn1CC(=O)NCCN1CCOCC1	104	3	.	33	98	101	0	-0.1	101	102	101
Carrying on.
SMILES	Rac1 wt GTP bind	Avidin fluor	Pf gametocyte	GSH bead fluor	Rab7 wt modul	Cdc42 wt	ABCG2 inh	ABCB1 block	HRas wt GTP bind	Rab2 wt GTP	Rac1 mut GTP
Cc1ccc(S(=O)(=O)N(C)C2(C)CCS(=O)(=O)C2)cc1 (stereo not given)	106	11	7	35	104	102	2	1.1	101	103	99
COc1ccc(N2Cc3cccc(C(=O)N4CCOCC4)c3C2=O)cc1	104	13	3	36	96	100	3	-0.5	100	101	100
c1ccc(Cn2nnnc2CN2CCOCC2)cc1	96	35	.	12	95	94	0	-0.1	94	96	93
COc1cc(C(=O)OCC(=O)Nc2c(F)c(F)c(F)c(F)c2F)cc(OC)c1OC	102	5	.	27	101	100	0	0.1	99	98	99
O=C(NC1CCCC1)C(NS(=O)(=O)c1cccc2nsnc12)c1ccccc1 (stereo not given)	95	26	.	57	92	96	7	1.6	96	95	96
CC(=O)c1c(C)[nH]c(C(=O)NCc2cccs2)c1C	104	10	.	19	101	102	8	0.3	99	100	99
Cc1cc(Cl)c(S(N)(=O)=O)cc1OCC(N)=O	102	12	.	32	97	102	-2	0.8	98	99	101
CN(C)CCn1c(=S)[nH]c2ncccc2c1=O	101	6	.	10	106	101	2	0.4	102	103	94

Results in Cdc42 wt, for 7 of the compounds above:
structure	Cdc42 wt
Cc1c(Br)c(C(F)(F)F)nn1CC(=O)NCCN1CCOCC1	101
CCn1c(O)c(C2=NCCCC2)c2ccccc21	103
COc1cc2c(cc1NC(=O)CSc1nnnn1-c1ccccc1)oc1ccccc12	102
Fc1ccccc1Nc1n[nH]c(=S)s1	97
CCCC(C(=O)NC1CCCC1)N(C(=O)Cn1nnc(-c2ccc(C)o2)n1)c1ccccc1OC (stereo not given)	99
COc1ccc(/C(N)=N/OC(=O)c2cccc([N+](=O)[O-])c2)cc1	101
CCOC(=O)c1[nH]c(C)c(C)c1C	103

Screens as filed in PubChem.

No enrichment for hits; overall some 1.1% were active at least once.
